High-throughput results: PubChem, several laboratories
E coli Lon inh: inhibitors of E. coli Lon protease; P0A9M0; purified E. coli Lon protease, fluorescence polarization; inhibition, % at 7.94 µM; 360,000 tested, 0.42% active; in the data active means inhibition above about 13%, passing the limit was not always enough;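 further: 0% = enzyme with probe and DMSO and 100% = no enzyme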
MsrA inh: inhibits bovine methionine sulfoxide reductase A. purified bovine MsrA, absorbance read-out. 360,000 tested, 0.75% active. AID 651718. inhibition, % at 15.5 µM; in the data active means inhibition above about 4.5%;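 further: 0% = vehicle wells with enzyme and 100% = reference inhibitor wells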
CSN inh: blocks human CSN-mediated cullin deneddylation. inhibition, % at 12.5 µM. Q92905. AID 651999. 360,000 tested, 0.38% active. Purified CSN, SCF-Nedd8-OG deneddylation, fluorescence polarization;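 active means pattern-corrected inhibition above about 35%, with an unprinted fluorescence ratio check between 0.5 and 1.5, limit read from the data, passing the limit was not always enough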;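 further: 0% = enzyme with substrate and 100% = substrate without enzyme; some results filed as inactive read as strong as hits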
Target sequence (Q92905 whole entry, looked up, one chain of several): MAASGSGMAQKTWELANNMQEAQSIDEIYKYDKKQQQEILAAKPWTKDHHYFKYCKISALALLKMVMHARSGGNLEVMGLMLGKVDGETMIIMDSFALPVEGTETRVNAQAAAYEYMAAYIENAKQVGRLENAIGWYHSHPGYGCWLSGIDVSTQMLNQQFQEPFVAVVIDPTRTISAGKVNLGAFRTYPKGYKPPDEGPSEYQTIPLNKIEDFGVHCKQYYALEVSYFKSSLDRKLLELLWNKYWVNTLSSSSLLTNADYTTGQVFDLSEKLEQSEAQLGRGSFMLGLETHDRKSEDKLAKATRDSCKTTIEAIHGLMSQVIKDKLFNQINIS
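Material: human Csn5 produced in HEK293T cells; Input: enzyme 0.24 nM; Reagent: SCFSkp2-Nedd8OG substrate at 10 nM final; Dosing: 12.5 µM compound; Incubation: 90 min reaction at room temperature; Detection: fluorescence polarization of the substrate; Evaluation: % inhibition of substrate cleavage by Csn5; Control set: substrate-only high control, full reaction low control.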
Tb MetRS inh: Trypanosoma brucei MetRS inhibition; inhibition, % at 11.9 µM; 360,000 tested, 0.4% active; AID 624268; purified T. brucei MetRS, ATP depletion, Kinase-Glo luminescence;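 active means inhibition above a per-plate cutoff of the control wells' mean inhibition plus 3 SD, cut at about 5.5% in these data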;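 further: 0% = DMSO wells median and 100% = median of wells with control inhibitor compound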
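Material: T. brucei methionyl-tRNA synthetase, purified; reagent: substrates ATP, L-methionine and bulk Escherichia coli tRNA; dosing: 11.9 µM single point; timing: 15 min plus 2 h at 25 °C; detection: luminescence of leftover ATP; evaluation: % inhibition; control set: DMSO-only wells as low control; replicates: singlicate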
Rin1-Abl PPI inh: inhibitors of human Rin1-Abl protein interaction; P00519+Q13671; TR-FRET Rin1/Abl binding, biochemical; inhibition, % at 7.35 µM; 360,000 tested, 0.4% active; in the data active means inhibition above about 5%, passing the limit was not always enough
bovine MsrA act: bovine methionine sulfoxide reductase A activation; purified bovine MsrA, absorbance read-out; activation, % at 10.6 µM; 360,000 tested, 0.3% active; in the data active means activation above about 7.5%;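 further: 0% = vehicle and 100% = reference activator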
Neddyl block: cullin neddylation inhibition. P61081+Q13564. TR-FRET cullin neddylation, biochemical. calls only at 25 µM. 360,000 tested, 0.58% active; in the data active means inhibition above about 36%
PABP1 MLLE inh: blocks PAM2 peptide binding to the PABP1 MLLE domain; P11940; GST-MLLE / FITC-PAM2 fluorescence polarization; inhibition, % at 20 µM; 360,000 tested, 0.36% active; AID 588489; in the data active means inhibition above about 35%, passing the limit was not always enough;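 further: plate controls were DMSO wells with GST-MLLE for no effect and wells lacking GST-MLLE protein for full effect; some results filed as inactive read as strong as hits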
Target sequence (P11940 whole entry, looked up, the tested form may be a part): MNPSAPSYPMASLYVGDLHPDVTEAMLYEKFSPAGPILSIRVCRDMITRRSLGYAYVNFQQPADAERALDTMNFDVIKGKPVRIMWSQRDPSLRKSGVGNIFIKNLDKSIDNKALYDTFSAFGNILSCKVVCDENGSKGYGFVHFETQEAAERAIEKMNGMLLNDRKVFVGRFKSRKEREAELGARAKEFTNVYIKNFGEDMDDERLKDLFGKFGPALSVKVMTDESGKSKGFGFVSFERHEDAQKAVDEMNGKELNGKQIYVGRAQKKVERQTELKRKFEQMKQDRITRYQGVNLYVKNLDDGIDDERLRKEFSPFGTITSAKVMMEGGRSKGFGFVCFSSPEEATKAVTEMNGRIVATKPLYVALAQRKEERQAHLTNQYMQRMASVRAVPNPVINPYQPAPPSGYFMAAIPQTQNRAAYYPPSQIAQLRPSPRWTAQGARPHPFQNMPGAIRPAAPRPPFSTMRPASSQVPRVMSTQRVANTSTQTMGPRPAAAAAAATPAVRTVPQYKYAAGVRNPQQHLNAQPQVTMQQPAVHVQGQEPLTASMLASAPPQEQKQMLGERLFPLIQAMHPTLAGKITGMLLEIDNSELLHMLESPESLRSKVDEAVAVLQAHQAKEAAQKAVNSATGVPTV
FAS TE block: inhibitors of human fatty acid synthase thioesterase domain. AID 602261. P49327. recombinant FAS-TE, OMFH fluorogenic substrate, fluorescence endpoint. inhibition, % at 15 µM. 360,000 tested, 0.67% active;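 active means compounds whose normalised, plate-corrected inhibition of enzyme fluorescence in the single-dose primary screen is 50% or more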;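 further: 0% = DMSO with enzyme and 100% = substrate without enzyme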
* marks the source's active call; other numbers are inactive results; i = inactive; / = no result given; & = joins results of further samples.

compound	E coli Lon inh	MsrA inh	CSN inh	Tb MetRS inh	Rin1-Abl PPI inh	bovine MsrA act	Neddyl block	PABP1 MLLE inh	FAS TE block
Cc1cccc2cc(/C=N/NC(=O)[C@H]3C[C@@H]3c3ccccc3)c(Cl)nc12	-0.8	-0.2	-7.6	-0.5	-1.9	-2.0	/	4.8	0.4
COC(=O)c1ccsc1NC(=O)CSc1nnnn1-c1ccccc1SC	20.1*	-1.2	-0.9	-0.6	0.1	-0.2	i	-3.2	23.5
CCOC(=O)C1CCN(Cc2cnc(Oc3ccc(OC)cc3)s2)CC1	-8.9	1.1	9.6	-0.2	-3.9	-1.3	i	6.2	-2.6
COc1ccccc1C(=O)NC(CCSC)C(=O)NC1CC1 (stereo not drawn)	4.5	-0.2	-1.1	-0.1	3.8	-1.1	i	4.5	-10.0
O=C(COC(=O)c1cc(S(=O)(=O)N2CCCCC2)ccc1N1CCOCC1)c1ccccc1Cl	6.0	2.0	-2.4	0.3	1.8	-1.5	i	-6.7	23.0
CCNc1nc(NC(C)(C)C)nc(N(CC)n2cnnc2)n1	-3.8	-0.7	-1.3	-1.0	1.4	-4.7	i	-13.9	-8.6
COc1cc(/C=N/Nc2ccc(Cl)cc2)ccc1OC(=O)c1cccs1	-5.3	0.7	-8.1	-0.2	0.3	-4.4	i	5.0	-0.3
CC(=O)c1cccc(NC(=O)Oc2ccccc2)c1	-2.1	-0.1	0.2	-1.2	-2.6	-10.9	i	6.7	-2.8
CSc1ccc(CN(C)C(=O)C23CC4CC(CC(Cl)(C4)C2)C3)cc1	-12.4	-0.3	3.4	-0.1	1.8	-2.8	i	-2.2	28.8
Cc1nc(C)c(-c2csc(Nc3ccccn3)n2)s1	10.3	1.5	1.8	-0.3	-2.3	-4.1	i	-3.5	-0.7
Cc1ccc(S(=O)(=O)NCc2cc(=O)n(C)c(=O)n2C)cc1C	-3.1	-0.7	0.2	0.1	-0.4	-0.8	i	0.6	-0.9
COc1ccc(OC)c(NS(=O)(=O)c2ccc(Cl)s2)c1	-4.0	0.7	-4.6	0.6	0.5	-5.6	i	-3.5	-3.0
Cc1ccc2ncccc2c1N	2.9	-0.6	-5.1	-1.1	-5.7	-7.6	i	11.6	2.1
c1ccc2c(c1)C1=NCCN1c1ccccc1-2	-2.8	0.9	-0.9	0.2	0.9	-3.4	/	-8.2	-6.7
O=S1(=O)CC=C(CSc2nc3ccccc3[nH]2)C1	-2.4	0.7	-2.9	-0.4	0.6	-7.0	i	-31.9	-3.4
COC(=O)c1ccc(N2CN=C(c3ccc(C)cc3)NC2=S)cc1	-1.6	0.7	1.2	0.6	-2.0	-2.3	i	-10.1	24.4
OC[C@H]1O[C@@H](n2cnc3c(Nc4ccccc4)ncnc32)[C@H](O)[C@@H]1O	-1.2	0.6	-1.1	-0.2	-0.9	-0.1	i	3.0	-3.2
O=C(NCC1CCCO1)c1ccc2c(=O)n(CC3CCCO3)c(SCC(=O)N3CCCC3)nc2c1 (stereo not drawn)	-9.4	-0.7	-4.1	0.2	4.3	-0.9	i	-3.3	-10.6
Cc1cc(Cl)ccc1OCCCC(=O)Nc1cccc(-n2cnnn2)c1	5.2	-0.6	-1.1	2.4	-0.5	-1.2	i	4.9	30.3
COC(=O)N1c2ccccc2C=Cc2ccccc21	2.5	0.4	-1.9	-0.4	-0.8	-1.7	i	-4.4	-0.3
COc1cccc(CN2CCNC(=O)C2CC(=O)N(C)Cc2cnccn2)c1OC (stereo not drawn)	-8.9	-0.9	5.9	1.0	-6.1	-2.7	i	14.2	-5.2
COc1ccc(S(=O)(=O)N2CCN(C3Cc4ccccc4C3)CC2)cc1	-6.3	-0.1	-11.1	0.1	-1.8	-1.1	i	10.7	21.7
COc1ccc(-c2[nH]ncc2CN(C)Cc2cnccn2)c(OC)c1	-4.3	0.6	-1.4	-0.5	-1.9	-8.6	i	1.8	-3.2
CSCCC(CO)NC(=O)OCc1ccccc1 (stereo not drawn)	-6.5	-0.2	7.9	0.0	-2.1	0.3	i	3.7	-5.4
O=C(C1CCN(S(=O)(=O)c2cccs2)CC1)N(c1ccccn1)C1CCCCC1	3.7	-0.3	-4.0	-0.4	3.6	-2.6	i	-14.7	2.1
Cc1onc(-c2ccccc2)c1C(=O)N1CCCCCC1	-19.7	0.3	-4.8	-0.3	3.4	-4.4	i	6.2	-1.7
Cc1cccc(N2CCN(C(=O)c3ccc4ncsc4c3)CC2)c1C	-5.3	1.4	-0.8	-0.8	-4.6	-8.3	i	-5.8	-4.0
O=C(Nc1cccc(Cl)c1)c1cccc(N2C(=O)C3CC=CCC3C2=O)c1 (stereo not drawn)	4.6	0.0	1.8	-0.3	1.3	-2.0	i	10.2	6.6
CC(C)c1ccc(-c2c(NCCc3ccccc3)c(=O)c2=O)cc1	-3.6	1.7	1.0	-1.0	0.8	-8.2	i	-6.7	-7.6
CC1=CC2=NC(=O)CC(C)(C(=O)N(CC(=O)NC(C)(C)C)Cc3cccs3)N2C=C1 (stereo not drawn)	8.7	1.4	5.6	-0.4	1.1	-1.7	/	-1.3	-5.2

Some of the entries so far, field by field.
COc1cccc(CN2CCNC(=O)C2CC(=O)N(C)Cc2cnccn2)c1OC (stereo not drawn)
  E coli Lon inh = -8.9	MsrA inh = -0.9	CSN inh = 5.9	Tb MetRS inh = 1.0	Rin1-Abl PPI inh = -6.1	bovine MsrA act = -2.7	Neddyl block = i	PABP1 MLLE inh = 14.2	FAS TE block = -5.2
COc1ccc(S(=O)(=O)N2CCN(C3Cc4ccccc4C3)CC2)cc1
  E coli Lon inh = -6.3	MsrA inh = -0.1	CSN inh = -11.1	Tb MetRS inh = 0.1	Rin1-Abl PPI inh = -1.8	bovine MsrA act = -1.1	Neddyl block = i	PABP1 MLLE inh = 10.7	FAS TE block = 21.7

The list goes on.
compound	E coli Lon inh	MsrA inh	CSN inh	Tb MetRS inh	Rin1-Abl PPI inh	bovine MsrA act	Neddyl block	PABP1 MLLE inh	FAS TE block
CCCCn1c(N)c(N(CC(C)C)C(=O)Cc2ccc3c(c2)OCCO3)c(=O)[nH]c1=O	5.2	-2.2	-2.5	-0.3	-0.9	-1.8	i	-64.7	-6.0
Cc1ccc(NC(=O)C2CCCN(S(=O)(=O)c3cccc4nonc34)C2)cc1 (stereo not drawn)	9.2	0.7	3.0	-0.4	1.8	-5.8	i	-13.4	-10.8
O=C1C=C(NCc2ccc(Cl)c(Cl)c2)C2(CCCCC2)O1	-3.5	-1.8	3.8	-0.2	1.4	0.0	i	7.7	10.4
Nc1[nH]c(=O)[nH]c(=O)c1N=Nc1ccccc1Cl	6.7	1.0	-3.1	0.4	-1.8	-8.9	i	-23.1	-1.9
CC(C)(C)NC[C@H](O)COc1cccc2c1CCCC2=O	-11.3	-1.0	-1.6	-1.1	-1.7	-3.5	i	16.1	-1.6
COc1ccccc1-c1nnc(SCC(=O)Nc2cc(C)on2)o1	-13.6	-0.8	-5.6	-0.2	3.4	-0.3	i	-0.4	-2.4
Cc1nn(CC(=O)N2CCN(c3ccccc3)CC2)c(=O)c2cccn12	-7.5	0.1	-2.7	-0.8	-2.3	-3.5	i	-0.3	-9.9
CCCn1c(=O)c(C(=O)Nc2ccccc2C(=O)OCC)c(O)c2ccccc21	-1.5	/	-4.6	0.3	-0.6	-1.5	i	-9.1	17.3
O=S(=O)(Nc1ccc2ccccc2n1)c1ccccc1Cl	-19.4	1.9	0.2	-0.3	-4.5	-2.6	i	-8.1	-4.1
O=C(CCCOc1ccccc1)NCc1ccco1	-15.6	1.8	-2.8	-1.4	-3.8	-7.3	i	9.2	-7.1
CCN(CCn1cccn1)Cc1cn[nH]c1-c1cccc2ccccc12	-2.8	1.2	4.1	-0.4	-2.2	-3.9	i	-3.5	-2.4
CN1C2CCC1/C(=C\c1ccccc1)C(=O)/C2=C\c1ccccc1	-3.5	1.6	-2.2	0.5	-5.1	-2.4	i	-7.3	-4.8
CCCN(C(=O)CSCc1ccccc1C)c1c(N)n(Cc2ccccc2)c(=O)[nH]c1=O	2.5	-0.4	-3.4	-0.5	-0.8	-8.4	i	1.1	-3.0
O=C(CSc1nc2c(c(=O)[nH]1)CN(Cc1ccc(F)cc1)CC2)Nc1ccc(F)cc1	-6.9	1.8	0.7	1.3	-2.1	-2.9	i	13.5	3.0
CC1CCN(c2c(NCC3CCC(C(=O)NCc4ccc(F)cc4)CC3)c(=O)c2=O)CC1 (stereo not drawn)	-4.0	0.0	5.2	-0.7	-2.2	-4.0	i	-5.9	-1.7
CCOC(=O)Cc1csc(NC(=O)COc2ccccc2)n1	-8.6	1.0	3.0	-0.5	-1.2	-2.0	i	-5.8	-5.3
CCN(C(=O)COC(=O)CNC(=O)c1ccc(C)s1)c1ccccc1	-0.2	1.3	-0.1	0.0	1.3	-3.4	i	1.8	-5.9
Cc1ccc(CN2C(=O)C(CC(C)C)Nc3ncnc(N4CCN(c5ccccc5)CC4)c32)cc1 (stereo not drawn)	3.0&0.6	-0.1&0.8	0.2&1.9	-0.5&-0.4	4.1&5.9	-9.7&-2.4	i	3.5&-12.6	30.4&9.8
CCc1nnc(NC(=O)CSc2nnc(COc3cccc(C)c3)o2)s1	-4.2	0.4	0.6	-0.5	4.5	-1.0	i	-20.4	1.1
CCOC(=O)NN1C(=O)c2ccccc2NC12CCCC2	1.5	2.5	-2.2	-0.5	1.6	-2.0	/	-5.5	-3.1
COc1ccc(C2=NOC(C(=O)Nc3ccc4c(c3)OCCO4)C2)cc1OC (stereo not drawn)	-9.2	0.2	-0.1	-0.8	1.8	0.3	i	6.3	-2.2
Cc1ccc(OC(=O)CCNC(=O)c2ccccc2Cl)c(Br)c1	-7.1	0.6	-0.2	-0.5	-1.2	-8.6	i	2.6	8.2
O=C(CC(=O)Nc1ccccc1[N+](=O)[O-])Nc1ccccc1[N+](=O)[O-]	5.3	0.9	0.9	0.7	-5.3	-6.9	i	-10.7	47.5
CCc1ccc(/C=C/C(=O)c2ccc(N3CCOCC3)cc2)cc1	-11.5	0.8	3.4	0.6	-2.4	-1.7	i	-6.7	-0.9
Cc1ccc(C(=O)/C=C/c2ccccc2[N+](=O)[O-])cc1	0.7	0.2	11.3	-1.1	4.4	-15.1	i	-9.8	3.8
COc1ccc(N2C(=O)c3ccccc3NC(=O)C2C(=O)NCC(C)C)cc1 (stereo not drawn)	/	3.1	1.6	-1.2	/	/	i	/	/
